CAL PDZ FP = inhibitors of human CAL PDZ peptide binding | inhibition, % at 20 µM | purified CAL PDZ, TMR-peptide fluorescence polarization, 1 h | Q9HD26 | 0.02% of 330,000 active;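 active = highest replicate inhibition of at least 40%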;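 also: plate controls were DMSO neutral control wells for no effect and unlabeled competitor peptide control wells for full effect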
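Assay system – tagged CAL PDZ protein CerCALP, purified · Timing – 1 h at RT · Compound – single point, 20 µM · Measured by – fluorescence polarization from S- and P-plane intensities, G-factor corrected · Evaluation – inhibition from polarization loss · Probe or stimulus – TMR reporter peptide T*-PRC34 · Buffer or medium – pH 7.4 phosphate-saline buffer, reducing agent, detergent, IgG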
PvdQ acylase = blocks Pseudomonas aeruginosa PvdQ acylase activity; 0.063% of 340,000 active; inhibition, % at 10 µM; purified PvdQ acylase, fluorescence plate reader; AID 488965; in the data active = inhibition above about 30%, passing the limit was not always enough;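 also: 0% = vehicle neutral wells and 100% = reference inhibitor wells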
Tat export inh = E. coli Tat transport inhibition | E. coli MC4100 TorA-mCherry Tat export, fluorescence | inhibition, % at 10 µM | 0.036% of 340,000 active | AID 488895;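 active = mean replicate inhibition at least 50% and at least half of replicates individually reaching 50%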;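 also: exported cargo escapes ClpAP degradation while cytoplasmic cargo is degraded and loses fluorescence; 0% = median of neutral control wells and 100% = median of NaSCN control wells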
AddAB inh = less growth of phage-infected E. coli with AddAB; E. coli expressing H. pylori AddAB, absorbance growth; inhibition, % at 11.9 µM; 0.29% of 330,000 active; AID 435030; in the data active = inhibition above about 12%;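 also: 0% = vehicle wells of infected cells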
phage Ecoli inh = E. coli growth loss with phage present; growth absorbance; inhibition, % at 11.9 µM; 0.26% of 360,000 active; in the data active = inhibition above about 11%
Wnt bcat act = Wnt/beta-catenin pathway activation; Wnt/beta-catenin reporter cell assay, activator, plate reader; activation, % at 9.35 µM; 1.2% of 300,000 active; AID 743398; in the data active = activation above about 30%, passing the limit was not always enough;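 also: 0% = neutral control wells and 100% = positive control wells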
DAGLB inh = blocks human DAGLB lipase activity | HEK293T DAGLB membrane lysate, EnzChek fluorogenic substrate | 0.059% of 340,000 active | inhibition, % at 5.17 µM; in the data active = inhibition above about 34%;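 also: 0% = enzyme with vehicle and 100% = wells lacking enzyme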
Target sequence (Q8NCG7 whole entry, looked up): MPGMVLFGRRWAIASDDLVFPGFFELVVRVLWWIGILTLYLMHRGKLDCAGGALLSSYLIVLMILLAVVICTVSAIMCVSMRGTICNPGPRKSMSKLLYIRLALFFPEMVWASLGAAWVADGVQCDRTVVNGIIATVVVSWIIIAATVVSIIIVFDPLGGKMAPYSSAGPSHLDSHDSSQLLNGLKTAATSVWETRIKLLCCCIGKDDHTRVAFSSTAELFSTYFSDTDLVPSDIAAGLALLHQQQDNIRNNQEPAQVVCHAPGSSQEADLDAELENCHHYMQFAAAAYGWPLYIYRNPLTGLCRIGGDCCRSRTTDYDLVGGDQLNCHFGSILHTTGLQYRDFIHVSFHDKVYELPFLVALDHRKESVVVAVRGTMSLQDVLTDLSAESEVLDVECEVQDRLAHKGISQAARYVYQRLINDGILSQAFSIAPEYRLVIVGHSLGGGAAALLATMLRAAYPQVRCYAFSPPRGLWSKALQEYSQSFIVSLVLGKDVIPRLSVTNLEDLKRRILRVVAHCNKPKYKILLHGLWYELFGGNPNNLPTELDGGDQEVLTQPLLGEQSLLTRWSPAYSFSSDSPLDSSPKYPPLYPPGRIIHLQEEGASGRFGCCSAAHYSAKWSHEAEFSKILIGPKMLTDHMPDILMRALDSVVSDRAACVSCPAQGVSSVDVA
PfHsp90 set2 = inhibits growth of yeast expressing Plasmodium falciparum Hsp90; S. cerevisiae expressing PfHsp90, BacTiter-Glo ATP, 48 h; yeast lacking PDR1 and PDR3 efflux regulators; inhibition, % at 9.4 µM; 0.32% of 310,000 active; AID 504621;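 active = every replicate shows inhibition above about 80%, whatever the replicate mean, limit read from the data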;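 also: 0% = DMSO neutral controls and 100% = 20 µM radicicol positive controls; yeast relying on Plasmodium falciparum Hsp90 in place of its own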
Rtt109 HAT inh = inhibitors of Candida albicans Rtt109/Vps75 histone acetyltransferase | AID 540336 | purified Rtt109/Vps75, ThioGlo CoA-SH fluorescence, 4 h | 0.16% of 330,000 active | inhibition, % at 34.9 µM | Q5AAJ8;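 active = inhibition of at least 50% in every replicate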
Target sequence (Q5AAJ8 whole entry, looked up): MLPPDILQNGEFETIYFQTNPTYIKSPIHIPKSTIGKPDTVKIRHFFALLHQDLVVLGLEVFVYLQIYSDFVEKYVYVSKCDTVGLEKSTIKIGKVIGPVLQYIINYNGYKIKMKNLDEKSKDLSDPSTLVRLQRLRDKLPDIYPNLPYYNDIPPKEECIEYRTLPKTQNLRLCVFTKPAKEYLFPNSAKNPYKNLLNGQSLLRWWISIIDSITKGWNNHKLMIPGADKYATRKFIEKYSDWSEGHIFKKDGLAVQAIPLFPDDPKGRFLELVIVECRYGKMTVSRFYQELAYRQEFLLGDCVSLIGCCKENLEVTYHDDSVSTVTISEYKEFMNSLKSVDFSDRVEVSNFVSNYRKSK
Ecoli viability = counter-screen for AddAB inhibitors: E. coli growth inhibition. E. coli V3065 growth, OD600 absorbance, 18 h. inhibition, % at 11.9 µM. AID 449728. 0.27% of 330,000 active;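 active = inhibition above the campaign's mean inhibition across all tested compounds plus 3 SD, cut at about 9.9% in these data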;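 also: uninfected addAB+ strain grown without phage in ampicillin broth; 0% = DMSO wells and 100% = ciprofloxacin 0.95 µg/ml wells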
* marks the source's active call; other numbers are inactive results; . = not tested or not shown. No enrichment for hits; 1.9% or so of the library scored in one or more.

SMILES	CAL PDZ FP	PvdQ acylase	Tat export inh	AddAB inh	phage Ecoli inh	Wnt bcat act	DAGLB inh	PfHsp90 set2	Rtt109 HAT inh	Ecoli viability
CCN1CCN(c2cc(C)c3cc(NC(=S)N4CCN(c5ccccc5)CC4)ccc3n2)CC1	-1.7	-3	0	1.0	1.5	-6	8	-7	-3	-1.3
COc1cccc(NC(=O)C2CCN(S(=O)(=O)c3ccc4[nH]c(=O)oc4c3)CC2)c1	-0.3	-12	1	1.1	-0.3	-3	0	-27	5	-1.5
Cc1onc(-c2ccccc2)c1C(=O)N1CCN(c2ccccn2)CC1	1.1	-13	7	1.4	0.6	2	-1	-4	-1	2.2
O=C(NCc1ccc(Cl)cc1)C1CCN(S(=O)(=O)c2cccs2)CC1	-0.2	-18	-4	3.6	2.1	-3	-2	6	4	4.4
Cc1ccccc1-n1c(C)cc(/C=N/Nc2ccc([N+](=O)[O-])cn2)c1C	-0.3	-4	0	1.6	1.4	.	15	1	-12	2.2
COc1ccc(C2CC(c3ccccc3)=NN2C(=O)COC(=O)C2(C)CC2(Cl)Cl)cc1 (stereo unspecified)	0.5	12	18	1.7	2.7	0	-6	9	0	0.4
Cc1cc2oc(=O)cc(CN3CCN(Cc4ccccc4)CC3)c2cc1C	-0.5	0	-12	.	1.6	-1	-5	5	-7	.
CCn1c(Cc2ccc(OC)cc2)nnc1SCC(=O)N1CCN(c2ccccc2)CC1	-0.5	-8	4	2.3	1.4	.	0	-7	-3	-1.8
COC(=O)[C@@]1(Cc2ccc(F)cc2)[C@H]2c3cc(C(=O)N(C)C)n(Cc4c(CO)[nH]cc(C)c4=O)c3C[C@H]2CN1C(=O)c1ccccc1	.	.	.	2.1	2.1	0	.	.	.	-2.6
Cc1cccc(OCC(=O)NCC(=O)N/N=C/c2c(C)[nH]c3ccccc23)c1	-1.1	-5	0	-0.2	1.8	-7	0	-9	0	0.5
CN(CC(=O)Nc1ccccc1Br)C(=O)CNC(=O)Cc1cccc2ccccc12	-1.5	-5	-3	2.0	3.2	0	-1	5	-3	-0.8
Cc1nnc(SCC(=O)N2CCc3ccccc32)s1	-1.1	-10	-16	-0.6	0.0	4	-3	15	-4	-2.4
Cc1cc2ccccn2c1C(=O)c1ccncc1	-1.7	-14	5	1.6	1.6	4	1	-12	.	1.7
O=C(CN1C(=O)/C(=C/c2ccco2)SC1=S)NC1CCS(=O)(=O)C1 (stereo unspecified)	-1.7	-3	4	1.7	-2.4	1	5	9	3	-1.4
COc1ccc(N2C(=O)CCC(C(=O)NCc3cccnc3)C2c2ccc(OC)c(OC)c2)cc1 (stereo unspecified)	0.0	7	-8	-1.1	2.0	-3	-1	1	4	-1.3
O=C(NC1CCCCC1)C1COc2ccccc2O1 (stereo unspecified)	1.0	6	-3	1.5	2.4	3	0	.	13	2.7
CCN(CC)c1ccc2cc(S(=O)(=O)c3ccc(C)cc3)c(=O)oc2c1	-0.9	-4	0	0.4	2.9	.	-2	0	3	-2.6
CN(C)CCCN(C(=O)c1ccc(S(=O)(=O)N(C)Cc2ccccc2)cc1)c1nc2c(F)cccc2s1	-2.5	-1	4	0.2	1.0	1	4	-1	15	-1.0
COc1ccc(NC(=O)CN(c2ccccc2OC)S(=O)(=O)c2cccs2)cc1Cl	0.3	1	3	-1.4	0.4	-3	-3	.	5	0.1
COc1ccc(C2C(C#N)=C(N)N(c3sc4c(c3C#N)CCCC4)C3=C2C(=O)CC(C)(C)C3)cc1OC (stereo unspecified)	-1.4	-9	2	0.7	-0.8	-2	4	-17	-21	1.5
COc1ccccc1CNC(=O)C(=O)NCC1OCCN1S(=O)(=O)c1ccc(Br)cc1 (stereo unspecified)	-3.0	9	-2	2.4	0.1	-4	-1	2	10	-3.0
Cc1c(C)c2c(OCC(=O)N3CCC(C(N)=O)CC3)cc3c(c2oc1=O)CCC(C)(C)O3	-2.6	-13	1	3.9	1.3	0	-1	-9	0	0.2
COc1cc(/C=N/NC(=O)CNS(=O)(=O)c2ccc(C)cc2)cc(OC)c1OC	-0.5	0	-4	0.1	2.3	-2	1	12	-5	-0.1
COC(=O)CCCC(=O)N1CCC(CCC(=O)NCc2ccc(F)cc2)CC1	-20	-4	26	-1.5	0.9	-4	1	-4	9	-0.4
CCOC(=O)c1[nH]c(C)c(C(=O)NC(C)CC)c1C (stereo unspecified)	0.9	-19	0	2.2	3.8	1	3	-5	0	0.5
Cc1ccc(-c2csc3ncn(CC(N)=O)c(=O)c23)cc1C	-1.2	-10	4	3.0	3.0	1	1	-7	-9	-0.5
CCc1ccc(OCC(=O)NC(=S)Nc2ccc(C)cc2C)c(Br)c1	-3.1	-10	1	0.4	1.8	1	-6	-11	3	-3.2
COc1ccc(CCN2CN(S(=O)(=O)c3ccc(OC)cc3)c3nc4ccccc4nc32)cc1	-0.4	-8	4	-1.8	2.6	-1	2	29	-16	0.3
CC(=O)Nc1ccc(NC(=O)[C@@H](NC(=O)N2C[C@H]3C[C@@H](C2)c2cccc(=O)n2C3)C(C)C)cc1	-1.0	-13	5	1.9	1.2	-1	-3	1	3	-2.7
CC(OC(=O)c1ccc2c(c1)NC(=O)CS2)C(=O)c1ccc(F)cc1 (stereo unspecified)	-1.2	-15	-8	-0.6	1.8	-8	-1	.	2	-2.5
O=C(CCn1c(=O)c2sccc2n(CC(=O)OCc2ccccc2)c1=O)NCc1ccco1	-1.3	1	-6	0.3	1.9	0	0	2	5	0.9
COc1cc(C=Nc2cccc(C)c2)c(O)c([N+](=O)[O-])c1	0.4	-8	6	1.2	1.9	3	9	14	3	-2.5
O=C(Nc1nnc(-c2ccco2)o1)c1ccc([N+](=O)[O-])s1	-0.2	9	-3	2.5	1.3	2	7	-19	-7	1.7
COc1cc(/C=N/n2c(-c3n[nH]c4c3CCC4)n[nH]c2=S)ccc1O	-1.5	-11	-5	1.3	3.4	-1	0	-5	7	2.5
Fc1ccccc1CSc1ncnc2sc3c(c12)CCCC3	-0.6	-8	1	4.2	1.8	0	-11	-8	0	0.9
CCCn1c(N2CCC(Cc3ccccc3)CC2)nc2c1c(=O)[nH]c(=O)n2C	.	0	21	5.1	0.9	-2	0	-51	4	-0.6
CCNC(=S)Nc1ccc(Cl)c(C(F)(F)F)c1	-0.1	-1	6	6.9	12*	.	-1	2	-5	7.2
Cc1ccc(S(=O)(=O)N2CCCC2C(=O)NCc2ccncc2)cc1 (stereo unspecified)	-4.0	-17	-11	-0.7	0.9	-1	1	-5	6	-1.1
CCc1ccccc1NC(=S)NN	.	.	.	1.4	-0.6	-2	.	.	.	-0.3
O=C(Nc1ncc(S(=O)(=O)c2ccc([N+](=O)[O-])cc2)s1)c1ccccc1F	0.1	6	-3	5.3	4.6	4	8	13	-3	4.4
Cc1cc(-c2ccc([N+](=O)[O-])cc2)cc(C)n1	-0.3	1	5	.	1.8	0	-1	.	2	.
Cc1ccc(C(=O)Nc2ncc3c(Cl)cccc3n2)cc1	.	-22	5	0.1	2.5	-2	-2	8	-5	0.9
CCOc1ccccc1N(CC(=O)N1CCc2ccccc2C1)S(C)(=O)=O	-0.2	2	-2	6.1	3.2	-2	-2	8	-2	-0.7
CC(C)c1ccccc1NC(=O)c1cccnc1	-0.7	-10	13	1.0	0.2	0	0	19	4	-1.2
Cc1cccc(NC(=O)c2nc[nH]c2C(=O)N[C@@H](Cc2ccccc2)C(=O)OCc2ccccc2)c1	0.4	-7	-4	-0.9	1.4	0	-7	31	-2	-2.9
Cc1ccc2c(c1)COc1c3ccc(C(=O)N[C@@H](C)CO)cc3nn1-2	-5.3	-10	1	3.4	2.9	18	1	4	-6	0.6
COc1cccc(N2CCN(C(=O)c3ccc(CS(=O)c4ccc(C)cc4)o3)CC2)c1 (stereo unspecified)	-2.5	-10	-1	0.8	0.6	-4	3	-1	-4	-0.1
Cc1cccc(CC(=O)c2c[nH]c3ccccc23)c1	-1.1	-13	0	2.2	3.2	12	.	-7	-3	-0.5
O=C(CSc1nc2ccc(Cl)cc2[nH]1)N1CCN(C(=O)c2ccco2)CC1	-0.5	-15	-7	5.0	2.3	-3	3	26	4	-1.1
Cc1ccc(Cl)cc1NC(=O)CSc1sc2c(O)cc(=O)[nH]c2c1C#N	-2.5	0	-3	3.8	0.1	1	6	-41	1	-0.2
CC(OC(=O)c1cnc(Cl)c(Cl)c1)C(=O)NCc1ccccc1 (stereo unspecified)	-0.9	-3	3	0.1	1.3	-1	-6	-2	18	-2.8
CC(=O)Nc1cccc(NC(=O)CSc2nnc3ccc(-c4ccccn4)nn23)c1	-2.2	-8	-4	1.3	4.6	0	0	-21	-15	-0.5
O=C(CN1CCc2ccccc2C1)Nc1cc(S(=O)(=O)N2CCOCC2)ccc1N1CCOCC1	-2.0	-27	3	3.1	3.8	-4	4	-6	-5	0.5
Cc1ccccc1CC1(CO)CCCN(Cc2nc(-c3cccs3)oc2C)C1 (stereo unspecified)	-3.2	-7	4	1.1	1.1	-3	-2	9	3	-0.9
Cc1cccc(N2CCN(C(=O)c3cc(S(=O)(=O)N4CCOCC4)cn3C)CC2C)c1 (stereo unspecified)	-0.8	3	1	3.0	1.1	0	0	-13	0	-1.8
CS(=O)(=O)c1ccc2nc(NC(=O)C3CC(=O)N(c4ccccc4)C3)sc2c1 (stereo unspecified)	-0.8	-13	24	1.8	0.6	-1	-2	15	0	1.3
NS(=O)(=O)c1cc2c(cc1Cl)NC(C1CC3C=CC1C3)NS2(=O)=O (stereo unspecified)	-0.5	8	3	1.6	2.6	-13	-1	7	-4	0.4
Cc1nn(-c2ccccc2)c(Cl)c1C(=O)NCC(=O)O	-0.1	-7	0	1.5	1.6	.	0	24	8	-0.8
O=C(Nc1cnn(C23CC4CC(CC(C4)C2)C3)c1)c1cc(-c2ccccc2)on1	-2.6	-3	7	2.7	1.4	15	-1	-14	-2	0.3
CCOC(=O)C(=CNc1ccc(C#N)cc1)C(=O)OCC	-3.0	9	-6	2.8	1.6	0	1	17	-19	-0.7
CCCCc1nnc(NC(=O)c2oc3ccccc3c2C)s1	-2.5	-7	0	4.9	1.2	3	-2	-27	-6	1.1
Cc1ccc(CNC(=O)Cn2c(=O)n(CC(=O)N3CCCCC3)c(=O)c3sccc32)cc1	-2.1	-12	1	1.3	-1.0	-5	-1	-19	-2	-0.7
NS(=O)(=O)c1ccc(NC(=S)NCC2CCCO2)cc1 (stereo unspecified)	-0.4	-8	0	4.0	2.1	-1	0	10	2	-0.4

Nothing new here: an excerpt of the list.
SMILES	CAL PDZ FP	PvdQ acylase	Tat export inh	AddAB inh	phage Ecoli inh	Wnt bcat act	DAGLB inh	PfHsp90 set2	Rtt109 HAT inh	Ecoli viability
Cc1cc(-c2ccc([N+](=O)[O-])cc2)cc(C)n1	-0.3	1	5	.	1.8	0	-1	.	2	.
Cc1ccc(C(=O)Nc2ncc3c(Cl)cccc3n2)cc1	.	-22	5	0.1	2.5	-2	-2	8	-5	0.9
CCOc1ccccc1N(CC(=O)N1CCc2ccccc2C1)S(C)(=O)=O	-0.2	2	-2	6.1	3.2	-2	-2	8	-2	-0.7
CC(C)c1ccccc1NC(=O)c1cccnc1	-0.7	-10	13	1.0	0.2	0	0	19	4	-1.2

Screening results deposited in PubChem by several laboratories.
